NPC1 prom act = qHTS Assay for NPC1 Promoter Activators; Huh7 NPC1 promoter luciferase reporter, 24 h; Potency, µM (series often up to 9.22 µM), inactives show at the top dose activation, most hits filed as activators; 2.4% of 320,000 active;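 note: % of control where 0% means no effect; nearly all actives have a fitted effect of over 60% in size; reporter is driven by a mutant NPC1 promoter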
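Luminescence from an NPC1 promoter-driven luciferase reporter in stably transfected Huh7 cells was measured after 24 h compound treatment at 37 °C, followed by 10 min ambient incubation with luciferase detection reagent.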
uPA surface inh = qHTS for Inhibitors of Cell Surface uPA Generation; cell surface uPA generation assay, qHTS; Potency, µM (series often up to 38.3 µM), for inactives: top-dose activity change, negative = inhibition, hits mostly inhibitors; 0.31% of 330,000 active; AID 540303, 2011; active = well fitted inhibition curve with a large enough effect; inconclusive = small, poorly fitted or top-dose-only effect; inactive = no such curve, though single readings can be large or run the other way; tested in mouse RAW 264.7 cells; note: % is set by controls: 0 for no effect and ±100 for the full control effect; nearly all actives have a fitted effect of over 55% in size
p53 reactivation = qHTS assay for re-activators of p53 using a Luc reporter; 0.063% of 320,000 active; AID 504706, 2011; Potency, µM (series often up to 92.2 µM), for inactives: top-dose activity change, positive = activation, hits mostly activators; H1299 p53-A138V BP100-luciferase reporter, luminescence, 24 h; note: % of control where 0% means no effect; nearly all actives have a fitted effect of over 45% in size
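H1299 (p53-null), stable ts p53-A138V + BP100-Luc; 1000 cells/well, Opti-MEM/10% FBS; cpd 4 pt, 1:5; 24 h, 37 deg C, 5% CO2; detection reagent 10 min RT; luminescence.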
BRCA1 expr up = qHTS Assay to Identify Small Molecule Activators of BRCA1 Expression | AID 624202, 2012 | MCF7-BRCA1-FFLuc reporter, luminescence, 48 h; response scale: scaled: vehicle 0%, 10 µM genistein 100% | 1.1% of 380,000 active | Potency, µM (titrated, usually from 46.1 µM), inactives show at the highest dose activation, most hits filed as activators; note: nearly all actives have a fitted effect of over 80% in size; some results filed as inactive show a strong effect at the top dose
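First, MCF7-BRCA1-FFLuc cells (2000/well) attach for 2 h; next, compounds are pin-added and incubated 48 h at 37 °C; finally, luciferase reagent is added and luminescence read after 15 min.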
Rab9 promoter act = qHTS Assay for Rab9 Promoter Activators; Huh7 Rab9 promoter-luciferase reporter, luminescence, 24 h; 2.8% of 320,000 active; AID 485297, 2010; Potency, µM (titrated, usually from 9.22 µM), without a hit: at the top dose activation, negative = inhibition, most hits filed as activators; note: % of control where 0% means no effect; nearly all actives have a fitted effect of over 60% in size
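Using Huh7 cells stably transfected with Rab9 promoter–luciferase, compounds were incubated 24 h at 37 °C, 5% CO2; luciferase luminescence was read 10 min after reagent addition.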
RORgamma inh = qHTS for inhibitors of ROR gamma transcriptional activity. Nuclear receptor ROR-gamma (Mus musculus), P51450. Drosophila S2 Gal4-RORgamma UAS-luciferase reporter, 20 h. Potency, µM (highest dose often 53.6 µM), without a hit: at the highest dose activity change, negative = inhibition, usual class: inhibitors. 5.4% of 310,000 active. AID 2551, 2010; note: % is set by controls: 0 for no effect and ±100 for the full control effect; nearly all actives have a fitted effect of over 60% in size
Target sequence (P51450 whole entry, looked up, the tested form may be a part): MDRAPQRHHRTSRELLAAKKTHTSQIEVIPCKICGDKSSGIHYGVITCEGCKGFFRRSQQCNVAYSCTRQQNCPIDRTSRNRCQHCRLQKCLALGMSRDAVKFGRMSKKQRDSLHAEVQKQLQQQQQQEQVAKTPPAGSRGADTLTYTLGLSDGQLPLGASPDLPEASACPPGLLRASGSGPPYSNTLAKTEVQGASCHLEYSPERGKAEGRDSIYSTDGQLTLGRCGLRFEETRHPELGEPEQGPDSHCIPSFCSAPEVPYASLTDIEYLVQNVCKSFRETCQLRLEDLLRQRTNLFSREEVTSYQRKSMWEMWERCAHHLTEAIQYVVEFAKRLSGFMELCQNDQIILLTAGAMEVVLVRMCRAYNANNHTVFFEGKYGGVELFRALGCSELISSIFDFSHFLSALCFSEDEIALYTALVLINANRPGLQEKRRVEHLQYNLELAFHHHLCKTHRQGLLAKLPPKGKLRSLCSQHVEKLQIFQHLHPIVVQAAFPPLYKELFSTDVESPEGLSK
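Compounds are pin-transferred onto Drosophila Schneider cells expressing a copper-inducible Gal4–ROR gamma transactivation domain fusion. After 1 hr, copper sulfate is added to 700 uM final; luciferase is read 20 hr later.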
VP16 counter = VP16 counterscreen qHTS for inhibitors of ROR gamma transcriptional activity; Drosophila S2 Gal4-VP16 UAS-luciferase, luminescence, 20 h; 3.5% of 310,000 active; Potency, µM (titrated, usually from 53.6 µM), without a hit: at the highest dose activity, negative = inhibition, hits mostly inhibitors;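 note: Gal4-VP16 expression switched on by copper sulfate through the metallothionein promoter; % is set by controls: 0 for no effect and ±100 for the full control effect; nearly all actives have a fitted effect of over 50% in size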
FLuc counter = qHTS profiling assay for firefly luciferase inhibitor/activator using purifed enzyme and Km concentrations of substrates (counterscreen for miR-21 project). Luciferin 4-monooxygenase (Photinus pyralis), P08659. purified FLuc, Km substrates, luminescence inhibition. Potency, µM (highest dose often 57.5 µM), inactives show top-dose activity change, negative = inhibition, hits mostly inhibitors. 6.9% of 360,000 active. AID 588342, 2011;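 note: plate controls were vehicle for no effect and reference inhibitor for full effect; nearly all actives have a fitted effect of over 55% in size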
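Purified P. pyralis luciferase (10nM final) with 10uM D-luciferin and 10uM ATP (Km levels) in 50mM Tris acetate pH 7.5, 10mM Mg acetate, 0.01% Tween-20, 0.05% BSA; qHTS 6-point titration, ~60 µM downward; luminescence read.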
ELG1 genotox = qHTS screen for small molecules that induce genotoxicity in human embryonic kidney (HEK293T) cells expressing luciferase-tagged ELG1; HEK293T ELG1-luciferase reporter, luminescence, 16 h; Potency, µM (highest dose often 46 µM), without a hit: at the top dose activity change, positive = activation, hits mostly activators; 1.3% of 330,000 active; note: % of control where 0% means no effect; nearly all actives have a fitted effect of over 60% in size
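Luminescence read-out: rising ELG1-luciferase signal, reflecting elevated ELG1 protein under genetic stress, flags genotoxic compounds. Cells were treated for 16 hr at 37 °C before ONE-Glo detection.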
MBNL1 CUG block = qHTS Assay for Inhibitors of MBNL1-poly(CUG) RNA binding; Muscleblind-like protein 1 (Homo sapiens), Q9NR56; TR-FRET MBNL1-His/biotin-(CUG)12 binding, 665/545 ratio; Potency, µM (series often up to 57.5 µM), for the others: at the top dose activity change, negative = inhibition, actives largely listed as inhibitors; 0.036% of 280,000 active; AID 2675, 2010; active = well fitted inhibition curve with a large enough effect in the signal ratio, with a control signal flat, not every such curve was filed as active; inconclusive = small, poorly fitted or top-dose-only effect, or effect the other way, or a change in a side signal; inactive = no such curve, though single readings can be large or run the other way; the % refers to the signal ratio; note: % is set by controls: 0 for no effect and ±100 for the full control effect
Target sequence (Q9NR56 whole entry, looked up): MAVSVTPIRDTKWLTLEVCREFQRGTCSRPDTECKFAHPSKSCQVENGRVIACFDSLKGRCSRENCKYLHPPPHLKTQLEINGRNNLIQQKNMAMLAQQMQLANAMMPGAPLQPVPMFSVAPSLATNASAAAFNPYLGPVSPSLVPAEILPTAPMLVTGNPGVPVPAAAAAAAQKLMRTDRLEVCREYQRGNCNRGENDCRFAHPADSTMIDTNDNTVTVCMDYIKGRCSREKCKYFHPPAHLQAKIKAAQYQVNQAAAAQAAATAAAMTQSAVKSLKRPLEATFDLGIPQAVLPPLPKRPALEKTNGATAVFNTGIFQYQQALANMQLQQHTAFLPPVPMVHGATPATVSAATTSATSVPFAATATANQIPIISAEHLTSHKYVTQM
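Compounds (final 92 nM to 58 uM) are added to His-tagged MBNL1 and biotin-(CUG)12, then terbium anti-His antibody and streptavidin-XL665 (5 nM final). After 60 min at room temperature, the 665/545 nm ratio is read.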
* = called active by the depositor; ? = inconclusive; / = not tested or not shown; [ ] = remark or other dose. Unless noted, calls come from the whole dose curve; as a rule, active = well fitted curve in the direction sought with a large enough effect; inconclusive = small, poorly fitted or top-dose-only effect, or another doubt; inactive = no such curve, though single readings can be large; an effect the other way counts as inactive or inconclusive. Potency is the fitted concentration of half-maximal effect.

Values run as follows: NPC1 prom act, uPA surface inh, p53 reactivation, BRCA1 expr up, Rab9 promoter act, RORgamma inh, VP16 counter, FLuc counter, ELG1 genotox, MBNL1 CUG block
CN(C)CCC#CC(O)(c1ccccc1)c1ccccc1
 : -4%, 2%, -1%, -24%, 1%, -3%, -4%, 8%, 0%, /
CCCN(CC(=O)Nc1ccccc1OC)C(=O)c1cccc(S(=O)(=O)NCc2ccccc2)c1
 : -2%, -10%, -3%, -26%, -6%, /, /, 4%, -4%, /
O=c1c(F)cn(C2CCCO2)c(=O)n1Cc1c(F)cccc1Cl (stereo not given)
 : -1%, 3%, -2%, 1%, 1%, -5%, -5%, 0%, 2%, -2%
CC(C(=O)Nc1cccnc1)N1C(=O)C2C3C=CC(C3)C2C1=O (stereo not given)
 : -4%, 2%, 0%, -1%, -1%, -6%, -5%, -1%, 1%, -9%
COc1ccc(NC(=O)C(C)Sc2nnc(C3CC3)n2C2CC2)cc1 (stereo not given)
 : -1%, 1%, 5%, -7%, 1%, /, /, /, -3%, /
CCCCCCN=C(C)c1ccccc1O
 : 1%, 4%, 0%, 0%, 8%, 13%, 3%, 6%, -1%, /
Cc1ccc(NC(=O)[C@H](NC(=O)[C@@H]2Cc3ccccc3CN2)c2ccccc2)cc1
 : 12%, 3%, ?, 33%, 13%, 15%, -12%, -19%, 7%, -6%
CC(=O)N1CCN(c2ccccc2NC(=O)c2cccc3c(Cl)cccc23)CC1
 : 11%, 9%, 1%, 2%, 8%, -8%, 24%, ?, -4%, 8%
c1ccc(C(c2nnnn2C2CCCC2)N2CCCCCC2)nc1 (stereo not given)
 : 2%, 0%, 2%, 0%, 8%, -12%, -1%, -1%, 1%, 3%
CCOC(=O)c1ccccc1NC(=O)Cn1cnc2c(cnn2-c2ccc(F)cc2)c1=O
 : 2%, 8%, -4%, -19%, 0%, 4%, -4%, 1%, 0%, 4%

(next part)
Values run as follows: NPC1 prom act, uPA surface inh, p53 reactivation, BRCA1 expr up, Rab9 promoter act, RORgamma inh, VP16 counter, FLuc counter, ELG1 genotox, MBNL1 CUG block
COc1ccc(S(=O)(=O)NC(C)C)cc1C(=O)NC1CCCCC1
 : -3%, 0%, 1%, -20%, -1%, 38%, -10%, 0%, -4%, -4%
CCCC(=O)NCCCc1nc2ccccc2[nH]1
 : 0%, 8%, -4%, 24%, 0%, -16%, -9%, -2%, -8%, 5%
O=C(CSc1n[nH]c(-c2ccccc2)n1)Nc1ncc(Br)cc1Br
 : 3%, 6%, -9%, -21%, -13%, -24%, 1%, -15%, -3%, -8%
Nc1nccc(/C=C/c2c(F)cccc2Cl)n1
 : 23%, -10%, -2%, 83%, ?, -26%, -5%[10 µM], 24µM*, ?, ?
Cc1csc(=Nc2c(C)n(C)n(-c3ccccc3)c2=O)n1-c1ccccc1
 : -2%, -6%, -1%, -5%, -5%, 3%, 1%, -1%, -3%, 1%
Cc1csc(NC(=O)CSc2nccn2C)n1
 : 15%, 0%, 18%, 31%, 20%, 10%, -8%, -12%, 16%, -3%
COc1ccc(C(C)C)cc1S(=O)(=O)NCc1ccccn1
 : -2%, /, 2%, 1%, -8%, 13µM*, -9%, 1%, 0%, 2%
O=C(C[C@H]1C[C@H](C(=O)N2CCOCC2)[C@@]2(CCC3CCCC3)c3[nH]c4cc(-c5ccco5)ccc4c3CCN2C1=O)NCC12CC3CC(CC(C3)C1)C2
 : /, 13%, 3%, -47%, /, /, /, /, -7%, /
CC(=O)NC(=S)Nc1sc2c(c1C#N)CCCCC2
 : 2.5µM*, -10%, ?, ?, 1.4µM*, 11µM*, 8.9µM*, 1.5µM*, 2.1µM*, -8%
CCOc1ccc(C2C(C(=O)c3cccs3)=C(O)C(=O)N2Cc2cccnc2)cc1OC (stereo not given)
 : -1%, 3%, 9%, -10%, -3%, ?, 21%, 6%, 5%, -2%

(listing goes on)
Values run as follows: NPC1 prom act, uPA surface inh, p53 reactivation, BRCA1 expr up, Rab9 promoter act, RORgamma inh, VP16 counter, FLuc counter, ELG1 genotox, MBNL1 CUG block
CCOC(=O)CSc1nnc(CNC(=O)c2cccs2)n1Cc1ccccc1
 : -5%, 1%, 16%, -6%, 6%, -13%, 0%, 1%, -4%, 2%
Cc1ccc(C(C)C)c(OCc2n[nH]c(=S)o2)c1
 : -2%, -4%, 1%, -1%, -6%, -8%, 3%, 2%, 4%, 1%
CC(C)(C)C(=O)NCCc1nc2ccccc2n1CC(=O)c1ccc(Cl)cc1
 : -3%, 33%[activator], -11%, -9%, 1%, ?, -6%, 6%, -2%, -15%
Cc1ccc(NC(=O)CCC(=O)NNS(=O)(=O)c2ccccc2)c(C)c1
 : -2%, 4%, 3%, 1%, 2%, 0%, -16%, 2%, -1%, -9%
O=C(N/N=C/c1ccncc1)C1CC1(c1ccccc1)c1ccccc1 (stereo not given)
 : -1%, 8%, -7%, -61%, -10%, -13%, -2%, 0%, 9%, -2%
COc1ccccc1CNS(=O)(=O)c1c(C)[nH]c(C)c1C(=O)N1CCCCC1
 : 2%, 4%, 0%, 0%, 5%, -9%, -3%, 0%, 0%[9.26 µM], -2%
Cc1ccc([N+](=O)[O-])cc1N=C(c1cccc(Br)c1)N1CCOCC1
 : 3%, -2%, 6%, -62%, -8%, ?, 0%, 3%, -1%, 3%
COc1cc(/C=C/c2ccc3cccc(O)c3n2)c(Br)cc1O
 : -1%, /, ?, /, 3%, 2.8µM*, ?, ?, ?, 16%
C=CCNC(=O)COc1ccc(S(=O)(=O)Nc2ccc(OCC)cc2)cc1
 : 2%, 0%, -9%, 7%, -5%, 37%, 7%, 4%, -2%, -12%
CCOC(=O)c1nn(-c2ccccc2C)c(=O)c(C#N)c1C
 : 2%, -4%, -2%, -16%, 0%, -8%, 6%, 1%, -8%, ?

Given with bars between the fields: part of the list above.
Structure | NPC1 prom act | uPA surface inh | p53 reactivation | BRCA1 expr up | Rab9 promoter act | RORgamma inh | VP16 counter | FLuc counter | ELG1 genotox | MBNL1 CUG block
CCOC(=O)CSc1nnc(CNC(=O)c2cccs2)n1Cc1ccccc1 | -5% | 1% | 16% | -6% | 6% | -13% | 0% | 1% | -4% | 2%
Cc1ccc(C(C)C)c(OCc2n[nH]c(=S)o2)c1 | -2% | -4% | 1% | -1% | -6% | -8% | 3% | 2% | 4% | 1%
CC(C)(C)C(=O)NCCc1nc2ccccc2n1CC(=O)c1ccc(Cl)cc1 | -3% | 33%[activator] | -11% | -9% | 1% | ? | -6% | 6% | -2% | -15%
Cc1ccc(NC(=O)CCC(=O)NNS(=O)(=O)c2ccccc2)c(C)c1 | -2% | 4% | 3% | 1% | 2% | 0% | -16% | 2% | -1% | -9%
O=C(N/N=C/c1ccncc1)C1CC1(c1ccccc1)c1ccccc1 (stereo not given) | -1% | 8% | -7% | -61% | -10% | -13% | -2% | 0% | 9% | -2%

(list continues)
Values run as follows: NPC1 prom act, uPA surface inh, p53 reactivation, BRCA1 expr up, Rab9 promoter act, RORgamma inh, VP16 counter, FLuc counter, ELG1 genotox, MBNL1 CUG block
Cc1[nH]c2c(C)cccc2c1CC(=O)O
 : 1%, 3%, -2%, 0%, 0%, 29%, -9%[10 µM], -7%, -16%, -3%
CCOC(=O)C(=NC(C)CC)NNc1ccc(Br)cc1 (stereo not given)
 : -8%, 4%, 3%, 3%, -1%, 28%, 6%, 0%, 3%, 14%
COCCN(C(=O)c1cc2c(s1)CCCCC2)c1c(N)n(Cc2ccccc2)c(=O)[nH]c1=O
 : 3%, -4%, -9%, -6%, -2%, /, /, ?, 4%, /
COc1ccc(-c2cn3c4c(sc3n2)CCCC4)cc1
 : 1µM*, 2%, 21%, 1%[1.84 µM], 0.5µM*, 11µM*, 10µM*, 0.21µM*, ?, -1%
CCCn1c(=O)c2c(nc3n2CCCN3CCc2ccccc2)n(C)c1=O
 : -5%, -3%, -5%, -19%, -3%, ?, -1%, -1%, -10%, 3%
O=C(CSc1nncn1-c1cccnc1)N(c1ccccc1)c1ccccc1
 : -2%, 4%, 0%, 18%, -20%, -6%, 4%, -2%, -2%, -10%
O=C(CCc1nnc(CCCc2ccccc2)o1)N1CCCCCC1
 : ?, 2%, 12%, ?, ?, 22%, ?, 21µM*, ?, -16%
CN(C)c1c(-c2ccccc2)cc(-c2ccccc2)[nH]c1=O
 : 0%, /, 6%, /, 6%, 7%, 20%, -6%, 5%, ?
COc1cc(/C=C/C(=O)OCC(=O)Nc2ccccc2Sc2ccc(Cl)cc2)ccc1O
 : 0%, -5%, 11%, -67%, -9%, ?, -5%, 3%, -2%, -3%
COCCNC(=O)c1ccc(CS(=O)(=O)c2ccc(Cl)cc2)o1
 : -1%, -4%, -4%, -17%, 9%, 28%, 0%, 4%, 0%, -6%
